Tat export inh = E. coli Tat transport inhibition; 0.036% of 340,000 active; E. coli MC4100 TorA-mCherry Tat export, fluorescence; inhibition, % at 10 µM; AID 488895;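 active means mean replicate inhibition at least 50% and at least half of replicates individually reaching 50%; inconclusive means only one of the two criteria met; inactive means neither criterion met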;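 further: exported cargo escapes ClpAP degradation while cytoplasmic cargo is degraded and loses fluorescence; 0% = median of neutral control wells and 100% = median of NaSCN control wells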
phage Ecoli inh = E. coli growth loss with phage present; growth absorbance; inhibition, % at 11.9 µM; 0.26% of 360,000 active; in the data active means inhibition above about 11%
Wnt act = Wnt/beta-catenin pathway activation | Wnt/beta-catenin reporter cell assay, activator, plate reader | 1.2% of 300,000 active | activation, % at 9.35 µM; in the data active means activation above about 30%, passing the limit was not always enough; inconclusive means no clear call, values can overlap the other calls;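 further: 0% = neutral control wells and 100% = positive control wells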
CAL PDZ FP-1 = blocks peptide binding to human CAL PDZ domain. Q9HD26. purified CAL PDZ, TMR-peptide fluorescence polarization, 1 h. inhibition, % at 20 µM. 0.02% of 330,000 active. AID 504414;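 active means highest replicate inhibition of at least 40%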;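 further: plate controls were DMSO neutral control wells for no effect and unlabeled competitor peptide control wells for full effect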
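material = purified tagged CAL PDZ domain construct (CerCALP) | buffer or medium = sodium phosphate/NaCl buffer pH 7.4 with TCEP, IgG, Thesit | reagent = TMR-labelled reporter peptide T*-PRC34 bound in PDZ groove | incubation = 1 h room-temperature incubation prior to read | measured by = fluorescence polarization (mP) | evaluation = percent inhibition from loss of millipolarization | control set = unlabelled peptide and DMSO controls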
SR-BI uptake up = activators of SR-BI mediated HDL lipid uptake; CHO ldlA[mSR-BI] cells, DiI-HDL uptake fluorescence, 3 h; 100 = double the neutral-control signal; activation, % at 12.5 µM; 0.096% of 320,000 active;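 active means mean replicate activation of at least 60% and every replicate at or above 60%; inconclusive means mean or all-replicate condition met, but not both; inactive means mean below 60% and not all replicates reaching 60%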;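 further: 0% = median plate neutral-control signal and 100% = twice that signal; values of inactives mirror those of a sister screen read the other way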
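Material: SR-BI-overexpressing, LDLR-lacking CHO cells | Dosing: Single compound concentration, delivered by pin transfer | Probe or stimulus: Labelled HDL, 10 µg/mL | Signal: Bottom-read cell fluorescence after medium removal, ex 550/em 595 nm | Schedule: 3 h, 37 °C | Evaluation: HDL uptake via cellular fluorescence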
SR-BI HDL uptake = mouse SR-BI HDL lipid transfer inhibition | Q61009 | ldlA[mSR-BI] CHO cells, DiI-HDL uptake fluorescence, 3 h | inhibition, % at 12.5 µM | 0.96% of 320,000 active;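 active means mean replicate inhibition of at least 70% and a set share of replicates each scoring 70 or more; inconclusive means meets just one of the two criteria; inactive means fails both criteria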;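 further: 0% = median of neutral control wells and 100% = median of positive control wells; values of inactives mirror those of a sister screen read the other way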
Target sequence (Q61009 whole entry, looked up): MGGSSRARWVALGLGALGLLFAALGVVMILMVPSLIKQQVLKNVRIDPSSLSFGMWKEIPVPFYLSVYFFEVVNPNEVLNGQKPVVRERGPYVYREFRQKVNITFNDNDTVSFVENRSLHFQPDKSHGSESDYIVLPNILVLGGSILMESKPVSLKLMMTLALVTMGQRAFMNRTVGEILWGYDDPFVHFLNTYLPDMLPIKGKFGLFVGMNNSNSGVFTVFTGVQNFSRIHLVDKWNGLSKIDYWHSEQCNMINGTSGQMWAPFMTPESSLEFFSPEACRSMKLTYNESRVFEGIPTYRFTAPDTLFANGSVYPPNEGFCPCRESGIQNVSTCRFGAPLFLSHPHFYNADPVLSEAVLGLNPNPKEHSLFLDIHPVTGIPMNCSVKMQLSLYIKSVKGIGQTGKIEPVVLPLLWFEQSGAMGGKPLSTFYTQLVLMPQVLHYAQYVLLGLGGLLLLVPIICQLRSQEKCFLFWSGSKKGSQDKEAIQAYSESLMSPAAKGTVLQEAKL
CAL PDZ FP-2 = inhibitors of human CAL PDZ peptide binding; 0.92% of 300,000 active; AID 602252; Q9HD26; inhibition, % at 24.9 µM; purified CAL PDZ, TMR-peptide fluorescence polarization, 1 h;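 active means mean inhibition of at least 30% with at least half of replicates also reaching 30%; inconclusive means no clear call, values can overlap the other calls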;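 further: 0% = DMSO neutral control and 100% = excess unlabeled competitor peptide PRC23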
E coli growth = counter-screen for AddAB inhibitors: E. coli growth inhibition | E. coli V3065 growth, OD600 absorbance, 18 h | inhibition, % at 11.9 µM | 0.27% of 330,000 active | AID 449728;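 active means inhibition above the campaign's mean inhibition across all tested compounds plus 3 SD, cut at about 9.9% in these data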;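 further: uninfected addAB+ strain grown without phage in ampicillin broth; 0% = DMSO wells and 100% = ciprofloxacin 0.95 µg/ml wells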
MITF TRPM1 HTS = increases MITF-driven TRPM1 promoter luciferase signal. SK-MEL-5 TRPM1-promoter luciferase, 24 h; % of positive control, neutral wells = 0. activation, % at 12.5 µM. AID 588334. 0.75% of 300,000 active;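 active means mean activation of at least 80% with every replicate also reaching 80%; inconclusive means mean reaches 80% but some replicate falls short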;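 further: 0% = neutral control wells and 100% = parthenolide positive control wells; values of inactives mirror those of a sister screen read the other way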
AddAB inh = less growth of phage-infected E. coli with AddAB; E. coli expressing H. pylori AddAB, absorbance growth; AID 435030; 0.29% of 330,000 active; inhibition, % at 11.9 µM; in the data active means inhibition above about 12%;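 further: 0% = vehicle wells of infected cells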
* hit, by the source's call; ? = inconclusive; . = not tested or not shown.

molecule	Tat export inh	phage Ecoli inh	Wnt act	CAL PDZ FP-1	SR-BI uptake up	SR-BI HDL uptake	CAL PDZ FP-2	E coli growth	MITF TRPM1 HTS	AddAB inh
O=C(c1ccco1)N1CCCC(c2nc3c(nnn3Cc3cccc(Cl)c3)c(=O)[nH]2)C1 (centres undefined)	6	0.2	-4	-2.5	3	-3	-6	0.5	-3	2.0
COc1ccc(/C=N/NC(=O)c2ccc(CN3c4cccc5cccc(c45)S3(=O)=O)cc2)cc1	6	1.9	2	-3.6	-29	29	5	-0.6	11	-1.0
CS(=O)(=O)Nc1cccc(C2=NN(C(=O)c3ccc(F)cc3)C(c3cccs3)C2)c1 (centres undefined)	8	2.6	1	-0.4	-12	12	-6	1.2	2	1.5
CN(C)CC1CCCCC1OC(=O)c1ccc(Br)cc1 (centres undefined)	0	3.3	-1	-1.6	-9	9	0	0.4	6	-0.7
Nc1c(C(=O)NCc2ccccc2)sc2nc(N3CCOCC3)c3c(c12)CCCC3	0	2.5	.	-0.2	-60	60	-1	-1.8	0	1.1
COc1ccccc1Cn1c(=S)[nH]c2ccccc2c1=O	-1	1.6	-4	-2.7	-5	5	1	-2.9	-13	2.0
Cc1ccc(CNC(=O)C(=O)NCC(c2ccco2)N2CCOCC2)cc1 (centres undefined)	5	2.7	-1	0.2	4	-4	1	2.9	2	2.0
Cc1cc(C)nc(N2CCC(C(=O)NCc3ccccc3)CC2)n1	5	1.3	-2	0.4	-5	5	-7	0.0	.	-1.7
CC(C)C(=O)Nc1ccc([N+](=O)[O-])cc1Br	-12	2.0	0	-0.4	20	-20	-5	0.2	14	0.5
CCN1CCSc2ccc(C(=O)Nc3ccc(NC(C)=O)cc3)cc21	8	4.2	-22	-3.6	-80	80*	-2	-1.8	6	0.8
O=C(N/N=C/c1cc([N+](=O)[O-])ccc1O)c1cc(-c2ccccc2)nc2ccccc12	-7	4.0	-3	-1.5	-129	129*	-6	0.3	-49	3.5
O=C(c1cccs1)c1ccc(-c2cccs2)s1	-2	4.1	.	-2.1	5	-5	-1	2.2	-3	4.0
O=C(/C=C/c1ccc(Cl)cc1)N(c1ccccn1)C1CCCCC1	9	1.6	5	-1.7	-8	8	-5	-0.3	-3	1.5
CC(=O)Nc1ccccc1NS(=O)(=O)c1ccccc1[N+](=O)[O-]	1	2.0	0	-0.1	41	-41	-2	0.0	20	0.1
O=C(CCCc1nc(-c2ccc(Cl)cc2)no1)NCC1CCCO1 (centres undefined)	-1	0.7	-2	-4.2	-3	3	14	-2.0	-15	3.9
O=C(CSc1nccc(=O)[nH]1)c1c[nH]c2ccccc12	-5	4.8	-1	-2.3	.	.	-5	3.2	-8	3.3
O=[N+]1C2=C(CCCC2)N([O-])C12CCCC2	3	-0.4	.	-2.6	18	-18	1	1.4	8	4.5
COc1ccc(/C=N/NC(=O)c2cccc(C(F)(F)F)c2)cc1	3	0.5	-1	20	-7	7	-5	0.0	6	7.3
CC(=O)n1cc(/C=N/NC(=O)c2sc(C)nc2C)c2ccccc21	2	4.5	7	-4.9	-4	4	-4	1.4	24	2.5
O=C(NCCCCc1ccccc1)C12CN(Cc3ccccc3)CC1C(c1cccc([N+](=O)[O-])c1)=NO2 (centres undefined)	-3	1.8	-2	0.0	2	-2	-4	1.1	1	0.8
Cc1cccc(N(Cc2ccc(Cl)cc2)S(C)(=O)=O)c1	-4	3.8	-2	-0.2	12	-12	-2	-0.3	6	2.8
CC(=O)N(c1ccc2oc(=O)sc2c1)S(=O)(=O)c1ccc(C)cc1	1	-1.4	1	-1.9	-4	4	-2	-1.9	4	1.2
CCc1nn(-c2ccccc2)c(N)c1-c1ccc(OC)c(OC)c1	-2	1.4	-4	-1.0	-7	7	-5	0.6	12	3.9
O=c1[nH]c2c(s1)C(c1ccc(O)cc1)C1C3CCC(C3)C1S2 (centres undefined)	11	2.4	0	-2.4	.	.	.	1.1	25	-0.1
Cn1nc(C(=O)OCC(=O)c2ccccc2)c2ccccc2c1=O	-4	0.9	2	0.8	-3	3	-6	-0.4	-9	2.4
CN(C)S(=O)(=O)c1ccc(Cl)c(NC(=O)CSc2nc3c(cc2C#N)C(=O)CC(C)(C)C3)c1	3	1.5	-2	-1.6	-21	21	-2	1.1	-2	1.4
C=CCN1C(=O)C(=O)N(CC(=O)NCC(=O)Nc2ccc(F)c(F)c2F)C1=O	0	0.9	2	0.6	9	-9	0	0.9	-6	-0.2
CCc1nnc(NC(=O)c2ccc(-c3ccccc3Cl)o2)s1	-9	4.8	.	-2.3	13	-13	3	2.7	.	3.4
O=C1C(=O)N(CCS(=O)(=O)c2ccccc2)c2ccc(Cl)cc21	-6	1.4	3	-2.0	-6	6	-2	-4.1	-6	1.7
Cc1ccnc(NC(=O)Nc2ccc(Br)cc2Cl)c1	0	5.0	39*	-2.6	7	-7	1	2.3	17	4.8
C=CC[C@@H](Cc1ccc(F)cc1)C(=O)OC[C@@H]1CCCN1C(=O)[C@@H](CC=C)CC(=O)N[C@@H](CO)Cc1ccccc1	20	2.5	-9	0.3	-2	2	-4	-1.8	-5	1.4
Cc1nn(CC(=O)Nc2ccccc2C(F)(F)F)c(=O)c2cccn12	-1	-1.1	1	-1.9	.	-10	-3	0.8	7	4.4
CCOc1ccc(NC(=O)C2C(C(=O)O)C3(Cl)C(Cl)=C(Cl)C2(Cl)C3(Cl)Cl)cc1 (centres undefined)	-4	3.1	1	-0.6	14	-14	-4	-2.2	-4	-3.9
CN(C(=O)c1ccc(NC(=O)C2CCCN(C(=O)OC(C)(C)C)C2)cc1)C1CCC1 (centres undefined)	-4	-1.4	-3	-1.4	-23	23	-2	0.3	-24	0.9
NC(N)=NC1=NC(=O)C(Cc2ccccc2Cl)S1 (centres undefined)	-2	1.3	8	0.7	12	-12	-1	0.0	3	2.1
COc1ccc(Cl)cc1NC(=O)CSc1ncnc2c1oc1ccccc12	2	2.7	1	-2.0	-9	9	-8	-0.8	6	3.9
COc1ccc2[nH]c(O)c(N=NC(=O)Cc3cccs3)c2c1	-18	0.6	5	2.2	-9	9	-1	0.1	24	1.7
CCOc1cc(/C=C2\SC(=S)N(NS(=O)(=O)c3ccc(C)cc3)C2=O)ccc1O	1	0.9	-2	-2.9	21	-21	.	1.2	.	-0.8
CCn1cc(C(=O)OCC(=O)c2cc(C)n(-c3ccc(OC(F)F)cc3)c2C)c(=O)c2ccc(C)nc21	-7	3.1	.	-1.1	-8	8	-3	0.3	-8	4.5
Cc1cc(C(=O)O)c2ccccc2n1	5	1.4	-5	0.3	14	-14	6	0.9	-6	-0.8
NC(=O)c1ccccc1N=Cc1ccccn1	1	3.6	.	-0.5	28	-28	-3	-7.7	.	0.8
COc1ccc(CCNC(=O)C(=O)NN=C2CCCCCCC2)cc1OC	2	1.2	1	-0.2	10	-10	.	1.2	1	5.5
C/C(=N/NS(=O)(=O)c1cccc([N+](=O)[O-])c1)c1c[nH]c2ccccc12	-6	-4.5	-1	-1.6	5	-5	2	-0.8	-1	-0.1
COc1ccc2cc(C3=CC(=O)C[C@H](c4ccc5c(c4)OCO5)C3)ccc2c1	-1	0.0	1	-0.3	-16	16	-3	-1.0	13	0.8
Nc1cccc2c1C(=O)N(CCOc1ccccc1F)C2=O	1	2.0	24	0.0	36	-36	-5	-1.8	10	2.0
O=C(O)CCSc1nnc(SCC(=O)NCC(F)(F)F)s1	6	1.4	0	0.0	42	-42	-2	-1.1	-8	0.4
O=C(CCNC(=O)c1ccc([N+](=O)[O-])cc1)Nc1ccc(N2CCOCC2)cc1N1CCOCC1	-1	4.2	1	-1.1	11	-11	.	-1.4	15	4.7
Cc1ccc(-c2nc3ccc(Cl)cc3n2OC(C)C(=O)O)cc1 (centres undefined)	-12	6.2	17	-1.1	16	-16	-7	0.6	22	0.2
O=C(N/N=C/c1ccc2c(c1)OCO2)c1cc(-c2ccco2)nc2ccccc12	9	3.6	-5	-2.2	2	-2	.	.	-16	.
CCc1noc(C)c1C(=O)OC(C)C(=O)Nc1ccc(Cl)cn1 (centres undefined)	3	5.2	-1	0.1	0	0	.	-0.9	-14	1.8

Next section:
molecule	Tat export inh	phage Ecoli inh	Wnt act	CAL PDZ FP-1	SR-BI uptake up	SR-BI HDL uptake	CAL PDZ FP-2	E coli growth	MITF TRPM1 HTS	AddAB inh
CCOc1ccccc1NC(=O)C(OC(=O)c1ccc(CC)cc1)c1ccccc1 (centres undefined)	-5	4.0	-4	-4.6	31	-31	-2	-2.0	-2	-4.2
Cc1ccccc1NC(=O)CSc1nnc(CNC(=O)c2ccco2)n1C	-11	1.5	-1	-1.7	7	-7	-6	-1.3	13	0.6
CCCSc1nnc(CNS(=O)(=O)c2ccc(C)cc2)n1C	?	1.9	-4	1.8	-3	3	-5	-0.9	18	-1.5
Cc1ccc(S(=O)(=O)N2CCN(CC(=O)Nc3ccccc3C(=O)NC3CC3)CC2)cc1	6	3.5	0	-1.5	17	-17	-3	.	2	.
Cc1ccc(NC(=O)c2cccs2)cc1NC(=O)c1ccc(F)cc1	2	0.4	0	-1.9	-50	50	-2	-0.6	.	1.1
CCN(CC)S(=O)(=O)c1ccc2oc(Nc3ccc(OC)cc3OC)nc2c1	-5	-0.7	-2	-3.9	-29	29	-2	-0.4	-1	0.5
COc1ccc(C(=O)NCCCCCCNC(=O)c2ccc(OC)cc2)cc1	-6	-2.3	10	-0.9	-17	17	.	-0.3	45	-1.8
COc1cccc(N2CC(NS(=O)(=O)c3cccnc3)CC2=O)c1 (centres undefined)	11	5.1	1	-3.5	10	-10	-2	1.5	-10	2.3
COc1cccc(N(C(=O)CS(=O)CC(=O)Nc2ccc(F)cc2)C(C(=O)NC2CCCCC2)c2cccs2)c1 (centres undefined)	-12	3.3	-11	0.0	-5	5	-6	-0.3	-20	1.6
CC(=O)c1cccc(NC(=O)N[C@@H](CC(C)C)C(=O)O)c1	-9	3.2	-1	-0.1	5	-3	.	-1.8	-5	-0.2
Cn1c(CNC(=O)c2ccc(Cl)cc2)nnc1SCC(=O)Nc1sc2c(c1C#N)CCCC2	-2	-0.3	-5	0.7	-42	42	1	-1.5	.	2.3
CCCCn1c(N)c(N(Cc2ccccc2OC)C(=O)CCSC)c(=O)[nH]c1=O	-1	1.5	-1	-3.8	8	-8	-3	.	2	.
